Bioassay records: PubChem BioAssay, National Center for Advancing Translational Sciences (NCATS)
ELG1 repair inh = inhibitors of ELG1-dependent DNA repair in HEK293T cells; Potency, µM (top dose mostly 46.1 µM), inactives show at the highest dose activity change, negative = inhibition, hits mostly inhibitors; HEK293T ELG1-luciferase reporter, luminescence, 16 h; DNA damage induced by 5-fluorouridine; 330,000 compounds, 2.3% hits; further: potency means the concentration at half of the fitted maximal effect; on the % scale 0 is the no-effect control and ±100 the full control effect; nearly all actives have a fitted effect of over 55% in size
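Step one: seed 2,000 cells per well. Step two: pin-transfer compound or DMSO alongside 5-fluorouridine. Step three: incubate 16 hr, 37 °C, 5% CO2. Step four: add ONE-Glo, wait 30 min, read luminescence.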
Tb PFK inh = blocks T. brucei phosphofructokinase | O15648 | T. brucei PFK, ADP-Glo luminescence | Potency, µM (highest dose often 57.5 µM), inactives show top-dose activity, negative = inhibition, most hits filed as inhibitors | 330,000 compounds, 0.17% hits;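 further: potency means the concentration at half of the fitted maximal effect; 0% = uninhibited 1x PFK enzyme wells and -100% = no-enzyme wells; nearly all actives have a fitted effect of over 60% in size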
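Activity is normalized to no-enzyme wells (full inhibition) and 1.25 nM enzyme wells (no inhibition). Reaction: 0.5 mM F6P, 0.1 mM ATP, 45 min RT, ADP-Glo luminescence; concentration-response curves fitted and classed by quality.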
uPA surface inh = cell surface uPA generation inhibition; cell surface uPA generation assay, qHTS; Potency, µM (top dose mostly 38.3 µM), for the others: top-dose activity change, negative = inhibition, most hits filed as inhibitors; 330,000 compounds, 0.31% hits; AID 540303; active means well fitted inhibition curve with a large enough effect; inconclusive means small, poorly fitted or top-dose-only effect; inactive means no such curve, though single readings can be large or run the other way; tested in mouse RAW 264.7 cells; further: potency means the concentration at half of the fitted maximal effect; on the % scale 0 is the no-effect control and ±100 the full control effect; nearly all actives have a fitted effect of over 55% in size
TSG101-PTAP inh = blocks PTAP/TSG101 interaction to inhibit HIV-1 budding; 340,000 tested, under 10 active; Fluorescence polarization, FITC-PTAP peptide / Tsg101 binding; AID 493005; Q99816; Potency, µM (top dose mostly 115 µM), for the others: top-dose activity change, negative = inhibition, hits mostly inhibitors; active means well fitted inhibition curve with a large enough effect in the main read-out, with a control signal flat, not every such curve was filed as active; inconclusive means small, poorly fitted or top-dose-only effect, or effect the other way, or a change in a side signal; inactive means no such curve, though single readings can be large or run the other way; further: potency means the concentration at half of the fitted maximal effect; % of control where 0% means no effect
Target sequence (Q99816 whole entry, looked up): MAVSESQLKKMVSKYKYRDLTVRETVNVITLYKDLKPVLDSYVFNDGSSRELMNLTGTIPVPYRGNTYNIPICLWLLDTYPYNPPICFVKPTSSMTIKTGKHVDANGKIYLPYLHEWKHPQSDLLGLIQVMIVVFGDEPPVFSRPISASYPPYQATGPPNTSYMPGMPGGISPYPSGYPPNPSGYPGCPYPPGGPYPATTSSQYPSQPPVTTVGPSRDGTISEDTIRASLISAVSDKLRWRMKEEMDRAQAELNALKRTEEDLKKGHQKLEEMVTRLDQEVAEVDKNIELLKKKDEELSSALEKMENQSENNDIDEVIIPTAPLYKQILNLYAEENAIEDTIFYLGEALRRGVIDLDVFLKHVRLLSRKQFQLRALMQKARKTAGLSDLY
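Steps: Tsg101 binding domain dispensed (10 uM final), compounds pinned in DMSO, FITC-labeled PTAP-motif peptide added (50 nM final); after 20 min binding at room temperature, polarization measured.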
TCR activator = activates T cell receptor signaling; primary human leukocytes, anti-CD3, IL-2 HTRF, 48 h; Potency, µM (top dose mostly 9.22 µM), without a hit: at the top dose activation of IL-2 secretion, hits mostly activators; 330,000 tested, under 10 active; AID 504894; further: % of control where 0% means no effect
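1) Mix primary human leukocytes, a-CD3 beads and compound. 2) Incubate 48 hr. 3) Add HTRF IL-2 reagents (a-IL-2-K, a-IL-2-d2).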
Chronic BCR inh = blocks chronic active B-cell receptor signaling; 340,000 compounds, 0.05% hits; AID 493014; ABC-DLBCL IkBa-CBG/CBR reporter, luminescence ratio, 4 h; Potency, µM (top dose mostly 46.1 µM), inactives show at the top dose ratio change, negative = lower green/red ratio, hits mostly inhibitors; active means well fitted inhibition curve with a large enough effect in the signal ratio, with a control signal flat, not every such curve was filed as active; inconclusive means small, poorly fitted or top-dose-only effect, or effect the other way, or a change in a side signal; the % refers to the signal ratio;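 further: potency means the concentration at half of the fitted maximal effect; plate controls were basal doxycycline-induced cells for no effect and cells given 10 µM MG132 for full effect; MG132 reads +100%, hits lower the ratio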
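Concentration-response series (up to 46 uM) were applied to TMD8 dual-reporter cells for 4 h at 37C with doxycycline. Green/red ratio, after filter-overlap correction, defined %Activity; red signal alone was normalised to basal cells and zero luminescence.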
Eya2 inh = Eya2 (human) phosphatase inhibition; O00167; recombinant Eya2, OMFP fluorescence dephosphorylation (OMFP is methylfluorescein phosphate); Potency, µM (titrated, usually from 76.9 µM), without a hit: at the top dose activity, negative = inhibition, hits mostly inhibitors; 330,000 compounds, 0.006% hits; AID 488837; further: potency means the concentration at half of the fitted maximal effect; on the % scale 0 is the no-effect control and ±100 the full control effect
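Eya2 protein (added as 0.2 uM solution) was preincubated with compound for 10 min at ambient temperature in 50 mM HEPES pH 7.5, 50 mM NaCl, 5 uM MgCl2, 0.05% BSA, 1 mM DTT. OMFP (added at 50 uM) then reacted 10 min; fluorescence read at 485/525 nm.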
USP2a block = inhibitors of human ubiquitin-specific protease USP2a; O75604; USP2 core, Ub-CHOP2 coupled fluorogenic reporter, 485/531; Potency, µM (titrated, usually from 38.3 µM), without a hit: at the top dose activity change, negative = inhibition, usual class: inhibitors; 330,000 compounds, 0.01% hits; AID 463254;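 further: potency means the concentration at half of the fitted maximal effect; plate controls were DMSO wells for no effect and full inhibition by NEM control for full effect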
Target sequence (O75604 whole entry, looked up): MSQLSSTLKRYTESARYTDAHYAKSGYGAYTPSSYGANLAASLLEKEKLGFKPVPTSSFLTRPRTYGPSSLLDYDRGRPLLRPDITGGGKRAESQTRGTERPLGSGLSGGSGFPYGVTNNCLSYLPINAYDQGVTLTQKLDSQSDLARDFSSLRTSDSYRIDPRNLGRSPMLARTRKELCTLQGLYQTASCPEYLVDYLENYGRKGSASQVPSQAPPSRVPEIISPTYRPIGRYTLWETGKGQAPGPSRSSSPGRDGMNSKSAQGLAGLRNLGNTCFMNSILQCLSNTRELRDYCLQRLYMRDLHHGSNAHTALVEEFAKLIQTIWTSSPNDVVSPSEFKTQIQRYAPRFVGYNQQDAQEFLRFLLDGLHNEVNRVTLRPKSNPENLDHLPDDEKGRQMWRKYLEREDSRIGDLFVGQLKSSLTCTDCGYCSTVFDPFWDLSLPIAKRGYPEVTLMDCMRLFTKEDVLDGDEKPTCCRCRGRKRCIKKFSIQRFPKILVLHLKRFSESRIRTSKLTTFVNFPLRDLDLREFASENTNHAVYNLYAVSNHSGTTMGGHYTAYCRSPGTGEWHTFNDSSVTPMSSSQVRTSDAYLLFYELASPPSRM
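USP2 core (10nM final) preincubated 30min RT with compound in 20mM Tris-HCl pH 8.0, 2mM CaCl2, 2mM beta-mercaptoethanol, 0.05% CHAPS; 25nM Ub-CHOP2 plus 25nM reporter substrate added, fluorescence (Ex485/Em531) read after 60min.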
Mito fusion yeast = inhibitors of mitochondrial division or activators of mitochondrial fusion; S. cerevisiae fusion-defective mutant growth rescue, CellTiterGlo 48 h; Potency, µM (top dose mostly 46.1 µM), without a hit: top-dose growth rescue (activation), hits mostly activators; 320,000 compounds, 0.23% hits;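 further: potency means the concentration at half of the fitted maximal effect; % of control where 0% means no effect; nearly all actives have a fitted effect of over 45% in size; temperature-sensitive fusion mutants such as fzo1-1 at 37 °C on non-fermentable ethanol glycerol medium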
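Compounds are tested for their ability to restore growth of mitochondrial fusion-defective yeast strains at non-permissive 37C in YPEG medium over 48 hours. Viability is quantified by luciferase luminescence.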
TSHR antagonist = blocks TSH signaling through the human TSH receptor | activity change, negative = inhibition, % at 11.5 µM | AID 504810 | 330,000 compounds, 0.2% hits | TSHR-expressing cells, TSH-stimulated cAMP HTRF, 2 h; active compounds read low | P16473;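 active means activity change below a set negative limit, meaning inhibition stronger than a set level, cut at about -70% in these data; inconclusive means activity change between two set negative limits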; further: on the % scale 0 is the no-effect control and ±100 the full control effect
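Competitive HTRF cAMP read-out (cryptate anti-cAMP antibody, cAMP-d2; 30 min, room temperature) in freshly harvested TSHR cells. Compounds added before TSH at EC80 (4nM final), followed by 2 hours' incubation at 37 deg C.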
B2AR arrestin = beta2AR (human) beta-arrestin recruitment activity. beta-arrestin recruitment to beta2AR, cell-based reporter. Potency, µM (titrated, usually from 46.1 µM), for the others: at the highest dose activation, most hits filed as activators. 330,000 compounds, 0.02% hits. AID 492947;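 further: potency means the concentration at half of the fitted maximal effect; 0% = DMSO controls and full agonism = EC100 isoproterenol or metaproterenol; nearly all actives have a fitted effect of over 65% in size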
* hit, by the source's call; ? = inconclusive; nt = no result given; [ ] = dose if it differs, or a comment. Unless noted, the call rests on the fitted dose curve; in most records, active means well fitted curve in the direction sought with a large enough effect; inconclusive means small, poorly fitted or top-dose-only effect, or another doubt; inactive means no such curve, though single readings can be large; an effect the other way counts as inactive or inconclusive.

Molecule	ELG1 repair inh	Tb PFK inh	uPA surface inh	TSG101-PTAP inh	TCR activator	Chronic BCR inh	Eya2 inh	USP2a block	Mito fusion yeast	TSHR antagonist	B2AR arrestin
CN1CCN(S(=O)(=O)c2cccc(C#N)c2)C(c2ccccc2)C1 (configuration not stated)	6%	0%	0%	-1%	-82%	3%	6%	0%	-3%	6	-2.1%
CC(=O)NC(Cc1cccc(C)c1)C(=O)NC1CCN(C(=O)NCc2ccccc2)CC1 (configuration not stated)	2%	0%	0%	-2%	6%	?	-6%	5%	2%	2	0.2%
COc1cccc(COC(=O)c2ccc3c(=O)n4c(nc3c2)CCC4)c1OC	?	-6%	2%	-3%	nt	4%	-10%	-1%	20%	-14	-0.2%
O=[N+]([O-])c1ccc(/C=N/Nc2ncc(Br)cn2)cc1	5%	2%	-3%	0%	nt	4%	6%	0%	1%	4	-0.5%
S=C(NCc1ccccc1Cl)Nc1ccccc1Cl	-14%	0%	-9%	-4%	0%	?	7%	0%	8%	-3	0.4%
CCOc1ccccc1NC(=O)NCCCCc1ccccc1	-1%	-1%	-20%	1%	-3%	-11%	-7%	1%	2%	1	0.5%
Cc1cnc(NC(=O)/C=C/c2ccc(Br)o2)s1	?	-5%	-1%	2%	4%	?	-14%	0%	-2%	-1	-0.6%
CCOc1cc(/C=N/n2c(C)nc3ccccc3c2=O)ccc1O	-2%	-1%	-2%	2%	3%	?	6%	1%	-7%	-4	-1.1%
CC(C)=CCSc1nnc(CCNC(=O)OC(C)(C)C)o1	14%	-4%	nt	-6%	-1%	-1%	0%	0%	12%	3	-0.1%
CC1CCN(CCC(=O)Nc2ccc3c(c2)OCCO3)CC1	12%	-2%	nt	nt	nt	-12%	9%	1%	-9%	3	-0.2%
CCN(CC)c1ccc(/C=N/NC(=O)CNC(=O)C2COc3ccccc3O2)c(O)c1 (configuration not stated)	?	3%	-10%	0%	nt	0%	1%	-3%	6%	-18	0.0%
O=C(CSc1nnc(-c2ccco2)o1)c1ccc([N+](=O)[O-])cc1	-1%	0%	13%	-3%	-6%	5%	-1%	-6%	-3%	-3	-0.3%
CCOC(=O)c1c(C)[nH]c(C(=O)OCC(=O)Nc2ccc(OCC)cc2)c1C	26%	6%	nt	0%	nt	?	-24%	0%	4%	20	0.0%
N#Cc1c(Cn2cncn2)nc(=O)n(-c2ccc(Cl)cc2)c1N	-9%	-1%	-1%	1%	1%	?	-19%	1%	-1%	-10	0.0%
CCCCSc1nnc([C@@H](NC(=O)OC(C)(C)C)C(C)C)o1	0%	-5%	-1%	-3%	-5%	0%	-1%	-1%	0%	-14	-0.3%
N#CCC(=O)NCCCc1ccccc1	-1%	0%	11%	0%	-1%[46.1 µM]	1%	1%	2%	13%	3	-1.2%
C#CCN(C(=O)c1ccc(OC2CCN(Cc3ccccn3)CC2)cc1)C1CCCCC1	5%	1%	-8%	-8%	0%	1%	6%	0%	2%	-1	0.0%
C=CCSc1nc2c(c(=O)[nH]1)C(C(C)C)C(C#N)=C(N)O2 (configuration not stated)	?	-3%	1%	-3%	-5%	-1%	-2%	1%	0%	169	0.0%
CN(C)Cc1c(C(=O)N/N=C/c2ccc(-c3ccccc3)cc2)nnn1-c1nonc1N	4%	0%	-14%	-4%	0%	-7%	-28%	2%	2%	1	0.1%
CCC(c1nnnn1Cc1ccc2c(c1)OCO2)N1CCN(c2ccc(F)cc2)CC1 (configuration not stated)	?	0%	-2%	1%	-7%	2%	-18%[15.4 µM]	1%	4%	-21	-0.5%
O=C1CCC(C(=O)OCC(=O)c2ccccc2)N1 (configuration not stated)	19%	-3%	nt	-2%	-3%	-3%	-2%	3%	-1%	2	-0.2%
CC(C)(C)c1cc(CCC(=O)N2CCC2)cc(C(C)(C)C)c1O	1%	-6%	0%	5%	3%	9%	8%	-3%	-2%	-22	0.2%
O=C(O)CCCC(=O)NCc1c(Cl)cccc1Sc1ccc(Cl)cc1	-2%	0%	2%	-1%	-2%	0%	-20%	-1%	2%	1	-0.2%
CN(c1ccccc1)S(=O)(=O)c1ccc(C(=O)Nc2nnc(-c3ccc(F)cc3)o2)cc1	?	-1%	-2%	-20%	-1%	23%	0%	8%	-2%	8	-0.9%
CC(=O)c1c(C)[nH]c(C(=O)OCC(=O)c2c(N)n(C)c(=O)n(C)c2=O)c1C	-12%	0%	nt	nt	nt	1%	-11%	0%	-1%	-4	0.1%

Overlap with the part before: 2 compounds, then new ones.
Molecule	ELG1 repair inh	Tb PFK inh	uPA surface inh	TSG101-PTAP inh	TCR activator	Chronic BCR inh	Eya2 inh	USP2a block	Mito fusion yeast	TSHR antagonist	B2AR arrestin
CN(c1ccccc1)S(=O)(=O)c1ccc(C(=O)Nc2nnc(-c3ccc(F)cc3)o2)cc1	?	-1%	-2%	-20%	-1%	23%	0%	8%	-2%	8	-0.9%
CC(=O)c1c(C)[nH]c(C(=O)OCC(=O)c2c(N)n(C)c(=O)n(C)c2=O)c1C	-12%	0%	nt	nt	nt	1%	-11%	0%	-1%	-4	0.1%
CNc1nc(SC)nc(N(C)C#N)n1	18%	-1%	-11%	-4%	-54%	1%	14%	0%	7%	4	0.0%
CCOC(=O)C1(Cc2ccc(OC)cc2)CCN(C(=O)c2cc(C)nn2C)CC1	?	-5%	-18%	-4%	-3%	-1%	7%	-4%	7%	-6	3.1%
CCOc1cc(C)c(S(=O)(=O)Nc2ccc(F)cc2)cc1C	?	3%	nt	-5%	-6%	-7%	-14%	1%	?	-21	0.1%
CC1=C(C(=O)OCc2ccccc2)C(c2ccccc2Br)NC(=O)N1 (configuration not stated)	?	2%	1%	-6%	nt	?	-8%	-6%	2%	-1	-0.8%
Cc1ccc2c(c1)C(c1ccc([N+](=O)[O-])cc1)=NNC(c1ccc(Br)cc1)=N2	?	-1%	0%	-1%	3%	1%	-2%	0%	1%	13	-0.9%
CC(OC(=O)c1ccc2ccccc2c1)C(=O)N(C)Cc1ccccc1 (configuration not stated)	-20%	-1%	?	-5%	0%	-2%	16%	3%	20%	-35	-0.2%
CCN(c1ccccc1)S(=O)(=O)c1cccc(C(=O)O)c1	0%	2%	14%	0%	3%	-4%	13%	0%	-1%	2	0.3%
COc1cc(OC)cc(C(=O)NCCSCc2ccc(Cl)cc2)c1	?	2%	2%	-2%	-4%	?	-3%	-4%	-24%	6	-0.6%
CC1CCCCN1C(=O)CSc1nnc(-c2cccnc2)o1 (configuration not stated)	?	8%	-1%	-1%	6%	-1%	3%	1%	1%	-6	0.3%
COc1cccc(Nc2nnc(SCc3nc4ccccc4s3)s2)c1	?	1%	-1%	0%	0%[46.1 µM]	0%	-18%	0%	19%	21	-0.5%
O=C(Cc1nn[nH]n1)Nc1ccc(F)cc1F	18%	0%	1%	-2%	7%	8%	12%	-2%	0%	11	0.3%
COc1ccc(/C=C2/SC(=S)N(Cc3ccccc3)C2=O)cc1O	?	-23%	-15%	-2%	8%	-20%	-1%	-9%	7%	5	0.3%
O=C(c1ccc(F)cc1F)N1CCCC(c2nc(-c3cccs3)no2)C1 (configuration not stated)	?	-1%	-6%	-8%	0%	-8%	3%	2%	10%	5	-0.1%

Not a hit list (roughly 3% active in at least one column).
